High-throughput results: PubChem BioAssay, National Center for Advancing Translational Sciences (NCATS)
G9a block: G9a (human) methyltransferase inhibition | Q96KQ7 | G9a H3K9 monomethylation, AlphaScreen, 2 h | Potency, µM (doses to about 102 µM), without a hit: at the highest dose activity, negative = inhibition, hits mostly inhibitors | 350,000 tested, 8.8% active; note: % is set by controls: 0 for no effect and ±100 for the full control effect; nearly all actives have a fitted effect of over 75% in size
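AlphaScreen read-out: biotin-H3K9 peptide (500 nM) methylation by 20 nM enzyme with 20 uM SAM, 2 h at room temperature after 15 min compound preincubation; anti-monomethyl H3K9 antibody plus donor/acceptor beads, 10 min dark.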
POLI inh: inhibitors of human DNA polymerase iota. Q9UNA4. AID 588590. 390,000 tested, 1% active. Potency, µM (highest dose often 115 µM), without a hit: at the highest dose activity, negative = inhibition, usual class: inhibitors. Pol iota fluorescent replication assay, 10 min
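Pol iota at 10 nM preincubated 15 min with compounds at room temperature; reaction started with fluorescent substrate, 50 nM final. Fluorescence read kinetically at 0 and 10 min; buffer-only wells as negative control.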
Apoferritin bind: binds horse apoferritin like a general anesthetic; P02791; apoferritin/1-aminoanthracene competitive binding, fluorescence; Potency, µM (highest dose often 77.5 µM), for the others: at the highest dose activity change, negative = displacement, most hits filed as inhibitors; 350,000 tested, 0.074% active; AID 485281; note: % is set by controls: 0 for no effect and ±100 for the full control effect; nearly all actives have a fitted effect of over 20% in size
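Read-out: endpoint 1-AMA fluorescence, excitation 380 nm and emission 535 nm, after compounds sit 10 min at room temperature with 10 uM horse-spleen apoferritin in 50% saturated 1-AMA/PBS. Values come from four-parameter Hill fits.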
Pol beta inh: inhibitors of human DNA polymerase beta; P06746; Pol beta primer extension/strand displacement, fluorescence kinetic; Potency, µM (doses to about 114 µM), inactives show top-dose activity change, negative = inhibition, usual class: inhibitors; 340,000 tested, 1.3% active; note: % is set by controls: 0 for no effect and ±100 for the full control effect
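Enzyme-only controls used 10 nM Pol beta; buffer lacking enzyme served as negative control. Compound preincubated 15 min, then 50 nM substrate added; 0 and 10 min reads at room temperature.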
POLK inh: inhibitors of human DNA polymerase kappa | purified Pol kappa, fluorescent DNA synthesis assay, 10 min | Potency, µM (top dose mostly 107 µM), inactives show top-dose activity, negative = inhibition, most hits filed as inhibitors | 400,000 tested, 0.53% active; note: % is set by controls: 0 for no effect and ±100 for the full control effect
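Enzyme at 10 nM met test compounds for 15 min at room temperature. Substrate addition (50 nM final) began the reaction, which was monitored by fluorescence at 0 and 10 min.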
Pol eta inh: inhibitors of human DNA polymerase eta | Potency, µM (series often up to 114 µM), without a hit: at the top dose activity change, negative = inhibition, actives largely listed as inhibitors | AID 588591 | 390,000 tested, 1.2% active | recombinant Pol eta, fluorescent DNA replication assay | Q9Y253; note: % is set by controls: 0 for no effect and ±100 for the full control effect
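Fluorescent replication assay: 50 nM final substrate added after a 15 min room-temperature compound preincubation with 10 nM enzyme. Signal taken at 0 min and again at 10 min.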
BLM helicase inh: blocks DNA unwinding by human BLM helicase; P54132; recombinant BLM DNA unwinding, fluorescence dequenching; Potency, µM (top dose mostly 56.1 µM), inactives show top-dose activity change, negative = inhibition, hits mostly inhibitors; 350,000 tested, 0.2% active;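 note: plate controls were vehicle for no effect and no enzyme for full effect; nearly all actives have a fitted effect of over 35% in size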
APEX1 inh: APE1 (human) endonuclease inhibition; AID 2517; recombinant APE1, TAMRA/BHQ-2 abasic DNA cleavage fluorescence; 350,000 tested, 0.35% active; P27695; Potency, µM (highest dose often 65.8 µM), inactives show top-dose activity change, negative = inhibition, hits mostly inhibitors;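 note: plate controls were vehicle for no effect and reference inhibitor for full effect; nearly all actives have a fitted effect of over 55% in size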
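Enzyme (0.75 nM final) and test compound are incubated 15 min at room temperature before adding 50 nM quenched THF abasic-site duplex. Cleavage dequenches TAMRA, followed at 525/598 nm over three reads one minute apart.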
BAZ2B block: inhibitors of human BAZ2B bromodomain; Q9UIF8; AlphaScreen BAZ2B-H3K14Ac peptide displacement; Potency, µM (titrated, usually from 114 µM), without a hit: top-dose activity change, negative = inhibition, most hits filed as inhibitors; 360,000 tested, 4.4% active; note: % is set by controls: 0 for no effect and ±100 for the full control effect; nearly all actives have a fitted effect of over 60% in size
Target sequence (Q9UIF8 whole entry, looked up): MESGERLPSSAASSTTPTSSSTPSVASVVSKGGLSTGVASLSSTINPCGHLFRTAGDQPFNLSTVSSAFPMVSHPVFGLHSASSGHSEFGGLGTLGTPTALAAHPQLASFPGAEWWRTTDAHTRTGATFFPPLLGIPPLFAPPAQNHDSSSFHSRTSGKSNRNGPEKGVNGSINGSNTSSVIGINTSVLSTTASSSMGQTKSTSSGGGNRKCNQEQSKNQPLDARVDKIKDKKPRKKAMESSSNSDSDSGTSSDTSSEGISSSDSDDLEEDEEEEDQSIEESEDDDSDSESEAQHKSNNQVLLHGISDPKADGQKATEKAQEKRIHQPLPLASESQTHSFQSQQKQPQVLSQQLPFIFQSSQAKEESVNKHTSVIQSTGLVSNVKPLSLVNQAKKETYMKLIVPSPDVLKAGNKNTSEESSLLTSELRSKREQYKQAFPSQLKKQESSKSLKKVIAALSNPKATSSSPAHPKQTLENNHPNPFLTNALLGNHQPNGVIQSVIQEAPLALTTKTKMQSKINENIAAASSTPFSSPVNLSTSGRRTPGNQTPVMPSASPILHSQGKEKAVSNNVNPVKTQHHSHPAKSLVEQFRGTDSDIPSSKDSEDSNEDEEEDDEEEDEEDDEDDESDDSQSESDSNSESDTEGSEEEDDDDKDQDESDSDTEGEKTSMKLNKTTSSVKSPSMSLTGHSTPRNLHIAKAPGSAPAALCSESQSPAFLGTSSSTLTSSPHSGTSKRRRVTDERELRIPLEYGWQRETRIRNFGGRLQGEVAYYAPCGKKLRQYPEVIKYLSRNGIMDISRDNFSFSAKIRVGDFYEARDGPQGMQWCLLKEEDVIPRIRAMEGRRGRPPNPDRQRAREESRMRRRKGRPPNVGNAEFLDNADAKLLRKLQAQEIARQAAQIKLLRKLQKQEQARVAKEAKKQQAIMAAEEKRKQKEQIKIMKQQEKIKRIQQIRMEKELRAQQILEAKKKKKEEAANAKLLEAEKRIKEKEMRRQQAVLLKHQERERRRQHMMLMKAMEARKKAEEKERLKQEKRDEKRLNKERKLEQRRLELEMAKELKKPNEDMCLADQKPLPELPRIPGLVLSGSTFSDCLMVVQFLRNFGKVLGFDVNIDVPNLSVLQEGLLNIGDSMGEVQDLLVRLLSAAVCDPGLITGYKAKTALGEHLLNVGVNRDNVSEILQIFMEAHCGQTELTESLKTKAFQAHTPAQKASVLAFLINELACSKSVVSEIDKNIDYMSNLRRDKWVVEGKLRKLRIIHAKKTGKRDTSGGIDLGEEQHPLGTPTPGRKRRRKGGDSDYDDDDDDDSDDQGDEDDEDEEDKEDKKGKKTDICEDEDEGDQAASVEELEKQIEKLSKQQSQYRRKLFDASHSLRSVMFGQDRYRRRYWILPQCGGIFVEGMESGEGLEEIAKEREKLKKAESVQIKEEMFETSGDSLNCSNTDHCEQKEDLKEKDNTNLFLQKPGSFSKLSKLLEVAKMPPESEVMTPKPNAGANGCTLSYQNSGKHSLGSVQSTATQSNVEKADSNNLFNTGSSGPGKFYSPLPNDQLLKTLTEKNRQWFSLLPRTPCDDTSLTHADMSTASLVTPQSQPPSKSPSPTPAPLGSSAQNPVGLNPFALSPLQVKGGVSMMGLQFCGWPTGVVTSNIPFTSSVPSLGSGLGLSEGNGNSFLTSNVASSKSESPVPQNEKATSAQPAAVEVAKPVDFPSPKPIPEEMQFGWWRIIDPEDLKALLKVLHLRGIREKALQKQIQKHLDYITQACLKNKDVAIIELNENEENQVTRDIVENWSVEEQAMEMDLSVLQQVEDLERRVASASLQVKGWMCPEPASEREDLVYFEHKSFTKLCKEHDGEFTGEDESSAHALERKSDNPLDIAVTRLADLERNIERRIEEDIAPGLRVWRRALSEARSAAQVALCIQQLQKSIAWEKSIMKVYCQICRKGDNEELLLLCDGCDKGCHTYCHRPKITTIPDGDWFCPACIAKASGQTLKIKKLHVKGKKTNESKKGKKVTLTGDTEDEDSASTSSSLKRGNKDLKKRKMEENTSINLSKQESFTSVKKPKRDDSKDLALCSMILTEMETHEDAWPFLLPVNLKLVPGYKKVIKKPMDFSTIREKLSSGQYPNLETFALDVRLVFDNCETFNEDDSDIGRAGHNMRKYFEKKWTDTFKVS
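Multi-concentration screen (max 110 uM) measuring displacement of acetylated histone H3 peptide from BAZ2B by AlphaScreen, using 50 nM protein, 50 nM peptide and 10 ug/mL streptavidin donor plus Ni-chelate acceptor beads.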
* hit, by the source's call; u = inconclusive; x = not tested or not shown; & = joins results of further samples; [ ] = remark or other dose. Calls come from the whole dose curve; as a rule, active = well fitted curve in the direction sought with a large enough effect; inconclusive = small, poorly fitted or top-dose-only effect, or another doubt; inactive = no such curve, though single readings can be large; an effect the other way counts as inactive or inconclusive. Potency is the fitted concentration of half-maximal effect.

Results follow in this order: G9a block	POLI inh	Apoferritin bind	Pol beta inh	POLK inh	Pol eta inh	BLM helicase inh	APEX1 inh	BAZ2B block
COc1ccc(NC(=O)c2cc(S(=O)(=O)N3CCOCC3)ccc2N2CCOCC2)cc1
→ u	-5%	0%	13%	-24%	-18%	-3%	17%	-18%
c1ccc(Oc2cccc(NC3=NCCC3)c2)cc1
→ -7%	0%	-21%	21%	-5%	-6%	-1%	3%	13%
COc1ccc([C@H]2CC(=O)C=C(c3ccccc3Oc3ccccc3)C2)cc1
→ 9%[2.33 µM]	18%	x	x	-1%	-14%	x	-3%	-1%
CCc1ccc(N2C(=O)C3C(C2=O)N2CCCN2C3c2ccccc2)cc1 (configuration not stated)
→ -31%[59 µM]	76%[activator]	-7%	2%	-6%	-6%	-9%	1%	-16%
COc1ccc(C2CC(=O)Oc3cc(C)c(Cl)c(C)c32)cc1 (configuration not stated)
→ 91%[activator]	-3%	123%[activator][110 µM]	x	6%&-18%	-9%	-14%[75.6 µM]	-21%&-7%	x
Cc1ccc(OCc2ccc(C(=O)NCC3CCCO3)cc2)cc1 (configuration not stated)
→ -7%	8%	-20%	17%	12%	-14%	-1%	-2%	-19%
CC(C)CNc1ncnc2onc(-c3ccc(Cl)cc3)c12
→ 14%[59 µM]	24%	-11%	15%	2%	-19%	-1%	x	24%
CC(C)(C)c1ccccc1NC(=S)NC1CCCCC1
→ 22%	58%[activator]	6%	-1%	-3%	-7%	-1%	-4%	x
Cc1ccc(C(=O)OCC(=O)Nc2ccc(N(C)C)cc2)cc1NC(=O)c1ccco1
→ u	12%	u	10%	-7%	-4%	0%	-1%	-3%
O=C(CCNS(=O)(=O)c1ccccc1C(F)(F)F)Nc1ccncc1
→ -8%[12.7 µM]	40%[activator]	x	x	2%	-12%	x	20%	1%
Cc1sc2nc(SCC(=O)Nc3cccc(C(=O)O)c3)[nH]c(=O)c2c1C
→ 25µM*	u	x	x	-23%	u	x	18%	-6%
O=C(c1ccco1)c1nc2c(n1O)CCCCC2
→ -9%	7%	-21%	5%	2%	-5%	0%	4%	-38%
CN1C(C)(C)CC(=NOC(=O)c2ccccc2)CC1(C)C
→ 9%[59 µM]	22%	-8%	30%	-3%	-10%	1%	-1%	2%
COc1ccc(F)cc1S(=O)(=O)N1CCN(Cc2ccc3c(c2)OCO3)CC1
→ -40%[12.7 µM]	12%	7%	10%	-6%	-9%	-3%	0%	-7%
Cc1sc2c(c1C)CN(Cc1ccncc1)CN2C(=O)c1ccco1
→ 11%[59 µM]	3%	37%[activator]	u	-4%	13%	1%	1%	-8%
CCN(CC(=O)Nc1c(F)cccc1F)C(=O)c1ccc(OCc2c(C)noc2C)cc1
→ 10%[12.7 µM]	20%	x	x	1%	-9%	x	-12%	-6%
COc1ccc(/C=N/N(C)C2=NS(=O)(=O)c3ccccc32)cc1OC
→ 41%	18%	31%[activator]	-3%	3%	-3%	-11%	-6%	12%
ON1C(c2ccc(Cl)cc2Cl)N(O)[C@H]2CCCC[C@H]21 (some centres not stated)
→ 50µM*	10%	u	13%	0%	6%	-3%	3%	-3%
CC(C)NC(=O)C(c1ccc(F)cc1)N(Cc1ccco1)C(=O)CCC(=O)Nc1ccccn1 (configuration not stated)
→ 4%	38%[activator]	1%	15%	2%	-18%	1%	-4%	1%
CC(SCCc1ccccn1)C(=O)O (configuration not stated)
→ 11%[59 µM]	10%	-5%	9%	-6%	7%	-1%	2%	-5%
O=C(NC(=S)NCC1CCCO1)c1ccccc1Br (configuration not stated)
→ 13%[59 µM]	2%	-2%	8%	-14%	-14%	2%	3%	1%
CC(C)(C)NS(=O)(=O)c1cc2c3c(c1)CCN3C(=O)CC2
→ 3%	-12%	10%	9%	5%	6%	1%	-14%	0%
Cc1onc(-c2ccccc2Cl)c1C(=O)N1CCN(c2cccc(Cl)c2)CC1
→ u	-3%	-2%	7%	7%	-5%	-5%	-2%	-14%
OC(COc1ccc2c(c1)OCO2)CN1CCN(c2ccc(F)cc2)CC1 (configuration not stated)
→ 50µM*	-8%	-8%	21%	-7%	-14%	-1%	1%	u
COc1cccc2c1OC(=O)CC2c1ccccc1C (configuration not stated)
→ 1%	x	-7%[163 µM]	x	-4%	x	1%[120 µM]	20%[120 µM]	x
CCc1nnc(NS(=O)(=O)c2ccc(NC(=O)c3ccc(Cl)cc3)cc2)s1
→ -8%	3%	-6%	u	u	29%	-4%	-6%	-18%
CN(CC(=O)Nc1ccc(F)c(Cl)c1)S(=O)(=O)c1ccc2c(c1)n(C)c(=O)c(=O)n2C
→ x	-14%	0%	6%	-3%	-8%	-4%	0%	-15%
O=C(c1ccc(OC2CCN(CCc3ccccc3)CC2)cc1)N1CCCC1
→ x	13%	-8%	-1%	-4%	-17%	-2%	27%	-6%
Cc1ccccc1NC(=O)c1cnn(-c2ccccc2)c1C
→ x	113%[activator]	-4%	-13%	4%	-3%	-1%	3%	0%[0.457 µM]
N=C1/C(=C/c2ccc(Br)o2)C(=O)N=C2SC(CC(=O)N3CCCC3)=NN12
→ u	18µM*	-9%	8.9µM*	35µM*	8.9µM*	-18%	-2%	50µM*

Another view of 4 compounds above:
CC(C)NC(=O)C(c1ccc(F)cc1)N(Cc1ccco1)C(=O)CCC(=O)Nc1ccccn1 (configuration not stated)
  G9a block: 4%; POLI inh: 38%[activator]; Apoferritin bind: 1%; Pol beta inh: 15%; POLK inh: 2%; Pol eta inh: -18%; BLM helicase inh: 1%; APEX1 inh: -4%; BAZ2B block: 1%

OC(COc1ccc2c(c1)OCO2)CN1CCN(c2ccc(F)cc2)CC1 (configuration not stated)
  G9a block: 50µM*; POLI inh: -8%; Apoferritin bind: -8%; Pol beta inh: 21%; POLK inh: -7%; Pol eta inh: -14%; BLM helicase inh: -1%; APEX1 inh: 1%; BAZ2B block: u

CC(C)(C)NS(=O)(=O)c1cc2c3c(c1)CCN3C(=O)CC2
  G9a block: 3%; POLI inh: -12%; Apoferritin bind: 10%; Pol beta inh: 9%; POLK inh: 5%; Pol eta inh: 6%; BLM helicase inh: 1%; APEX1 inh: -14%; BAZ2B block: 0%

ON1C(c2ccc(Cl)cc2Cl)N(O)[C@H]2CCCC[C@H]21 (some centres not stated)
  G9a block: 50µM*; POLI inh: 10%; Apoferritin bind: u; Pol beta inh: 13%; POLK inh: 0%; Pol eta inh: 6%; BLM helicase inh: -3%; APEX1 inh: 3%; BAZ2B block: -3%

Other compounds follow.
Results follow in this order: G9a block	POLI inh	Apoferritin bind	Pol beta inh	POLK inh	Pol eta inh	BLM helicase inh	APEX1 inh	BAZ2B block
COc1cc(OC)cc(C(=O)NC(C(=O)NCc2ccccn2)C(C)C)c1 (configuration not stated)
→ 5%[2.33 µM]	3%	x	x	-17%	-6%	x	23%	1%
CCC1CN(C(=O)N2CCC(C(=O)O)CC2)c2cc(C)ccc2O1 (configuration not stated)
→ 3%[59 µM]	13%	2%	-2%	-3%	9%	-8%	x	-1%
CCCCOC(=O)CSc1nnc(-c2ccccc2)o1
→ 13%[59 µM]	35%[activator]	-13%	u	-11%[60.1 µM]	-15%	2%	x	61%[activator]
Cc1[nH]c2ccccc2c1CCN(Cc1cccnc1)C(=S)Nc1cccc(F)c1
→ 50µM*	-19%	-10%	-12%	0%	-18%	-3%	-1%	x
COc1ccc(C23NCCN2C(=O)c2ccccc23)cc1 (configuration not stated)
→ 28%	21%	-4%	-2%	-4%	0%	-3%	44%	-17%
O=C(Cc1cccc2ccccc12)N/N=C/C=C/c1cccc([N+](=O)[O-])c1
→ 14%	14%	-15%	-26%[57.1 µM]	-4%	-16%	3%	0%	10%
Fc1ccc(-c2nnc3sc(C4COc5ccccc5O4)nn23)cc1 (configuration not stated)
→ -38%	-26%	-20%	5%	-21%	-9%	-6%	28%	-5%
O=C(Nc1ccc(C(=O)O)cc1)/C(=C\c1ccc2c(c1)OCO2)NC(=O)c1ccc(Br)o1
→ 2%	53%[activator]	-3%	1%	-3%	2%	-12%	6%	-4%
Cc1cn(S(=O)(=O)c2ccc(Cl)cc2)c(C)n1
→ 42%	14%	-13%	0%	-5%	-23%	-2%	7%	6%
Cc1ccccc1CS(=O)(=O)c1ncc(Cl)c(C(=O)Nc2ccc(F)cc2)n1
→ 22µM*	21%	-6%	-28%	1%	-20%	-5%	3%	-14%
CC(C)C1N(C(N)=S)N=CC1(C)C (configuration not stated)
→ 0%	-1%[58.9 µM]	-2%	-6%	-1%	-13%	0%	27%	-13%
Cc1ccc(OCc2cc(C(=O)NCc3cnn(-c4cccc(F)c4)c3)no2)cn1
→ 52%[activator]	23%	-23%	6%	4%	-4%	0%	1%	0%
Cc1cccc(-n2ncc3c(Nc4ccc(F)cc4)ncnc32)c1
→ -32%	27%	-13%	-2%	11%	-11%	-1%	-6%	2%
C=CCN1c2ccccc2[C@]23C[C@@H](C(=O)OC)N(C(=O)c4cc(C)oc4C)C2=NC(C(=O)OC)=C(C(=O)OC)[C@H]13
→ -30%[59 µM]	24%	-2%	-10%	1%	-16%	0%[12.4 µM]	16%[12.4 µM]	-34%
CCC(C(=O)N1CCOCC1)n1nc(C)c2c(C)n(-c3ccccc3)nc2c1=O (configuration not stated)
→ x	12%	-4%	-21%	8%	-5%	2%	5%	-15%
COc1ccc(NC(=O)c2onc(C)c2Cl)cc1OC
→ -21%	24%	-4%	29%	8%	-7%	3%	-1%	16%
Cc1cc(C)cc(C(=O)Nc2ccc(N3CCN(S(C)(=O)=O)CC3)cc2)c1
→ -3%	3%	0%	7%	-4%	-11%	0%	3%	-15%
CC(=O)Nc1ccc(S(=O)(=O)N(C)CC(=O)OCC(=O)N2CCCCCC2)cc1
→ 5%	26%	-12%	31%	-12%	-13%	-3%	29%	-14%
COc1ccc2c(c1)cc(C(=O)O)n2C
→ 4%[12.7 µM]	17%	6%	5%	-8%	-10%	-1%	1%	0%
O=C(CN1CCN(c2ccc(F)cc2)CC1)OCc1ccccc1
→ 2%[59 µM]	-5%	-2%	3%	-6%	-16%	-2%	-1%	-2%
Cc1ccc(OCCCN2CCOCC2)cc1
→ 40µM*	0%	0%	15%	-9%	4%	-8%	-2%	u
Cc1cccc(NC(=O)C2CCCN2C(=O)OCC(C)C)c1C (configuration not stated)
→ -4%[59 µM]	259%[activator]	-4%	0%	-11%	2%	3%	2%	1%
CCOc1ccc(NC(=O)N2CCC(c3nc4ccccc4o3)CC2)cc1
→ -8%[59 µM]	9%	-11%	32%	-17%	-1%	-1%	1%	-18%

This is a subset; count on the stated rates, not on these rows.
